JMJD2A Tudor – JMJD2A Tudor domain (human) inhibition; Potency, µM (titrated, usually from 114 µM), for inactives: top-dose activity change, negative = inhibition, most hits filed as inhibitors; 390,000 tested, 4.4% active; AlphaScreen JMJD2A-Tudor / H3K4me3 peptide binding; O75164; further: potency means the concentration at half of the fitted maximal effect; on the % scale 0 is the no-effect control and ±100 the full control effect; nearly all actives have a fitted effect of over 50% in size
PI4K2A block – inhibitors of human PI4K2A. purified PI4K2A, ADP-Glo luminescence, 1 h; stronger effect = lower value. 420,000 tested, 0.13% active. Q9BTU6. activity change, negative = inhibition, % at 76.9 µM. AID 1346378; in the data active means activity change below about -50%; inconclusive means mostly about -30% to -49%;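 further: -100% = wells without enzyme as full effect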
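ADP-Glo luminescence measured ADP generated by PI4K2A enzyme (4 ug/mL before mixing) with 1.2 mM PI substrate (pre-mix) and 300 microM ATP (pre-mix). Tris pH7.5 buffer with MgCl2, Triton X-100; 1 h reaction at ambient temperature.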
HP1b chromo inh – inhibitors of HP1-beta chromodomain binding to methylated histone tails; P83916; AlphaScreen HP1-beta / biotin-H3K9me3 peptide binding; Potency, µM (top dose mostly 114 µM), without a hit: at the highest dose activity change, negative = inhibition, usual class: inhibitors; 390,000 tested, 0.56% active; further: potency means the concentration at half of the fitted maximal effect; nearly all actives have a fitted effect of over 70% in size; inactives centre near 23
Target sequence (P83916 whole entry, looked up): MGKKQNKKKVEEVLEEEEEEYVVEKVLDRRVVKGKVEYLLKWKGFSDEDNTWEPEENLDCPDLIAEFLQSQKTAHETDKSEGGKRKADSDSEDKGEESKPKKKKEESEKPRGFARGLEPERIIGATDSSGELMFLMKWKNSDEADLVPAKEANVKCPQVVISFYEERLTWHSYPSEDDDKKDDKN
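HP1-beta protein (50 nM final) preincubated 30 min at room temperature with biotinylated H3(1-18)K9me3 peptide (50 nM) in PBS pH 7.4, 0.01% Tween-20, then compound added for 30 min. AlphaScreen streptavidin donor/nickel chelate acceptor beads (10 ug/mL final), 30 min dark, luminescence read.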
G9a block – blocks human histone lysine methyltransferase G9a; Q96KQ7; G9a H3K9 monomethylation, AlphaScreen, 2 h; Potency, µM (highest dose often 102 µM), for the others: at the top dose activity, negative = inhibition, actives largely listed as inhibitors; 350,000 tested, 8.8% active; further: potency means the concentration at half of the fitted maximal effect; on the % scale 0 is the no-effect control and ±100 the full control effect; nearly all actives have a fitted effect of over 75% in size
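G9a (20 nM) was preincubated 15 min with compound, then reacted 2 h at room temperature with 500 nM biotin-H3K9 peptide and 20 µM SAM. Monomethyl-H3K9 detected by AlphaScreen using anti-H3K9me1 antibody.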
GLS inh – blocks human kidney-isoform glutaminase activity. O94925. GLS enzymatic activity, qHTS titration. Potency, µM (doses to about 45.5 µM), inactives show top-dose activity change, negative = inhibition, actives largely listed as inhibitors. 410,000 tested, 0.21% active; further: potency means the concentration at half of the fitted maximal effect; on the % scale 0 is the no-effect control and ±100 the full control effect
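Enzyme dispensed in phosphate buffer (45 mM, pH 8.2, 0.02% Tween-20), compounds pinned in, then 1 mM L-glutamine solution and the glutamate oxidase–HRP–Amplex Red mix added; fluorescence read immediately and again after 30 min at room temperature.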
12-LOX inh – ALOX12 (human) lipoxygenase inhibition | purified 12hLO, xylenol orange hydroperoxide absorbance | Potency, µM (doses to about 108 µM), inactives show at the highest dose activity change, negative = inhibition, actives largely listed as inhibitors | 580,000 tested, 1.1% active | AID 1671190; further: potency means the concentration at half of the fitted maximal effect; on the % scale 0 is the no-effect control and ±100 the full control effect
Target sequence (P18054 whole entry, looked up): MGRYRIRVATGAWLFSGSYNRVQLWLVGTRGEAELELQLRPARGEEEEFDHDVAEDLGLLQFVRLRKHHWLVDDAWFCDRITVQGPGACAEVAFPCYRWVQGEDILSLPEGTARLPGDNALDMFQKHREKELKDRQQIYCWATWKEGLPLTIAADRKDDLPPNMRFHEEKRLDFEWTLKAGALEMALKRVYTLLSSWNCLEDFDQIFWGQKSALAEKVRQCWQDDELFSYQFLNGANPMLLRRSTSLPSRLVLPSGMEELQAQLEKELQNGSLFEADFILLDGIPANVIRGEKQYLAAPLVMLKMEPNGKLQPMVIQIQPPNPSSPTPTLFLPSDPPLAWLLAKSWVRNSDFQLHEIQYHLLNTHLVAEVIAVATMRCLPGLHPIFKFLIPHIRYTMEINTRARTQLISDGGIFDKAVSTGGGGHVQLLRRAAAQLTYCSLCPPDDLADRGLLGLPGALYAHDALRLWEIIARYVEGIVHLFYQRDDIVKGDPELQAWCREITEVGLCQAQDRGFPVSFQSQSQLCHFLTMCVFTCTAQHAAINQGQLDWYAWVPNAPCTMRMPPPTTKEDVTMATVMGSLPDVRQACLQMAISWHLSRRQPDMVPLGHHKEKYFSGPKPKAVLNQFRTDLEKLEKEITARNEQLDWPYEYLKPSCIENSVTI
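Purified human 12hLO at 150 nM in 25 mM Hepes, 0.01% Triton X-100, pH 7.0, preincubated 15 min at room temperature with compound. Reaction started with 40 uM arachidonic acid, 30 min at room temperature. Hydroperoxide measured by Fe-xylenol orange, 573/405 nm absorbance ratio.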
BAZ2B inh – inhibitors of human BAZ2B bromodomain; AlphaScreen BAZ2B-H3K14Ac peptide displacement; Potency, µM (top dose mostly 114 µM), inactives show at the highest dose activity change, negative = inhibition, actives largely listed as inhibitors; 360,000 tested, 4.4% active; AID 504333; further: potency means the concentration at half of the fitted maximal effect; on the % scale 0 is the no-effect control and ±100 the full control effect; nearly all actives have a fitted effect of over 60% in size
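Protein-peptide AlphaScreen: BAZ2B 50 nM, b-H3K14Ac 50 nM, 1x PBS pH 7.4 + 0.01% Tween-20. Preincubation 30 min RT; cpd 30 min RT (top 110 uM); beads 20 min RT, light-protected.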
ERG-DNA inh – blocks human ERG Ets domain binding to DNA | P11308 | fluorescence polarization, His-ERG Ets domain / labelled DNA | Potency, µM (titrated, usually from 76.9 µM), for inactives: at the highest dose FP activity, negative = inhibition, actives largely listed as inhibitors | 370,000 tested, 0.028% active; active means well fitted inhibition curve with a large enough effect in the polarisation, with a control signal flat; inconclusive means small, poorly fitted or top-dose-only effect, or effect the other way, or a change in a side signal; inactive means no such curve, though single readings can be large or run the other way; the % refers to the polarisation;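 further: polarization taken with two DNA probes labelled with fluorescein and Texas red; potency means the concentration at half of the fitted maximal effect; % of control where 0% means no effect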
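His-tagged ERG Ets domain (1 uM in the protein solution; 300mM KCl, 50mM Tris-HCl, 1mM EDTA, 1mM DTT, pH 7.5) received compound, then a probe mix of 5 nM fluorescein-DNA and 100nM Texas-615-DNA. Fluorescence polarization was read for both dyes.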
RGS4 inhibitor – inhibitors of human regulator of G protein signaling 4; P49798; 390,000 tested, 0.039% active; Transcreener GDP fluorescence polarization, RGS4-accelerated GTP hydrolysis; Potency, µM (top dose mostly 114 µM), without a hit: at the top dose activity change, negative = inhibition, hits mostly inhibitors; further: potency means the concentration at half of the fitted maximal effect; on the % scale 0 is the no-effect control and ±100 the full control effect; nearly all actives have a fitted effect of over 75% in size; some results filed as inactive show a strong effect at the top dose
Target sequence (P49798 whole entry, looked up): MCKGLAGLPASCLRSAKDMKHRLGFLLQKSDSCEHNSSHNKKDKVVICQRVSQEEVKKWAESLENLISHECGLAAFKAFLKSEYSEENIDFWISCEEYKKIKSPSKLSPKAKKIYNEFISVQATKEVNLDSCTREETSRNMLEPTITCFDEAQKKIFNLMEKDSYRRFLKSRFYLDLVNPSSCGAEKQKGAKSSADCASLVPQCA
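MLSMR compounds (23 nl, pin-transferred) preincubated 10 min at room temperature with a 500nM (2x) first reagent, then RGS4 at 900nM (2x) plus Transcreener GDP mix added; fluorescence polarization (620/688 nm) read before and after 90 min at 30 °C.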
Starred values were filed as active, the others as inactive; ? = inconclusive; · = no result given; & = joins results of further samples; [ ] = remark or other dose. Unless noted, the call rests on the fitted dose curve; in most records, active means well fitted curve in the direction sought with a large enough effect; inconclusive means small, poorly fitted or top-dose-only effect, or another doubt; inactive means no such curve, though single readings can be large; an effect the other way counts as inactive or inconclusive.

SMILES	JMJD2A Tudor	PI4K2A block	HP1b chromo inh	G9a block	GLS inh	12-LOX inh	BAZ2B inh	ERG-DNA inh	RGS4 inhibitor
CCC(C)(C(=O)NC1CCCCC1)N(Cc1cccs1)C(=O)CC1NC(=O)NC1=O (stereo unspecified)	16%	1	21%	-15%	20%	0%	2%	2%	-27%
Cc1ccc(-c2cc(C(F)(F)F)nc(SCC(=O)c3cccc([N+](=O)[O-])c3)n2)cc1	-23%	2	-7%	?	-1%	1%	3%[57.1 µM]	·	20%
CCc1ccc(CNC(=O)c2c(C)oc3ncnc(N4CCOCC4)c23)cc1	-10%	-2	36%	6%[59 µM]	8%	-11%	11%[57.1 µM]	-2%	-7%
CC1(C)Cc2nc(Cl)c(C(N)=O)cc2CO1	4%	-19	66%[activator]	16%	-1%	41%[activator]	1%	1%	-9%
Cc1cc(=O)oc2cc(OC(C)C(=O)Nc3ccc(N4CCOCC4)cc3)ccc12 (stereo unspecified)	89µM*	-1	3%	·	37%[activator]	?	?	7%	-11%
COc1ccc(-n2nc(C(N)=O)nc2-c2ccccc2)cc1	-8%	2	0%	·	-2%	-9%	17%	8%	-31%
Cn1c(SCC(=O)c2c(N)n(C)c(=O)n(C)c2=O)nnc1-c1ccccc1F	5%[57.1 µM]	4	24%	-20%	-30%	-13%	-24%	-8%	4%
Cc1noc(C)c1C(=O)OCC(=O)Nc1c(F)cccc1F	?	0	-11%	9%	?	-5%	·	13%	?
CCOc1ncccc1C(=O)Nc1ccc(S(=O)(=O)NC2=NCCCCC2)cc1	-10%	-1	5%	15%	1%	0%	0%	4%	-7%
COc1ccc(-c2nc(C(N)=O)c3[nH]c(=O)n(-c4cccc(C)c4)c3n2)c(OC)c1	-17%	-6	27%	21%[59 µM]	0%	32%	10%	-5%	-1%
CC1Cc2ccccc2N1C(=O)CN1CCN(S(=O)(=O)c2cccs2)CC1 (stereo unspecified)	-23%	-4	34%	-6%[12.7 µM]	1%	0%	10%	·	-23%
CC(=O)NC(c1ccco1)c1cc(Cl)c2ccccc2c1O (stereo unspecified)	-30%	-5	14%	-49%[12.7 µM]	19%	-15%	-11%&6%	·	?
Cc1cccc(C(=O)NC2=NC(c3ccc(Cl)cc3)CC(=O)N2)c1 (stereo unspecified)	-19%	3	36%	-5%[59 µM]	-8%	4%	-1%	5%	17%
O=C(O)C1=NN(c2c(F)c(F)cc(F)c2F)C(=O)CC1	?	-2	25%	?	-13%	·	-15%	-1%	-2%
Cc1nc(N2CCCC2C(=O)O)c2oc3ccccc3c2n1 (stereo unspecified)	-25%	7	26%	-4%	4%	-13%	9%	13%	-18%
c1ccc(OCc2noc(CN3CC[C@@H]4CCCC[C@H]4C3)n2)cc1	24%	6	90%[activator]	86%[activator]	6%	25%	22%	-13%	30%
COc1ccc(NC(=O)c2ccc(C(=O)c3ccccc3)o2)cc1	5%	-5	36%	3%[2.33 µM]	-3%	-23%	2%	7%	2%
CCOc1ccc(C(=O)N(Cc2sccc2C)C2CCS(=O)(=O)C2)cc1 (stereo unspecified)	-16%	5	14%	-33%[59 µM]	-9%	-22%	-10%	1%	21%
CC(OC(=O)Cn1cnc2c1c(=O)n(C)c(=O)n2C)C(=O)NCc1ccccc1 (stereo unspecified)	-18%	-4	14%	-8%	-12%	3%	7%	3%	12%
CN(C(=O)CSc1nc2ccccc2[nH]1)C1CCS(=O)(=O)C1 (stereo unspecified)	7%	1	20%	?	-1%	-14%	12%	6%	11%
COc1ccc(CNC(=O)c2ccc3c(c2)N(Cc2ccccc2F)C(=O)c2ccccc2S3(=O)=O)cc1	-14%	2	16%	-4%[59 µM]	4%	0%	-8%	-1%	15%
Cc1cc(C)n2nc(SCC(=O)Nc3ccc(S(=O)(=O)N(C)C)cc3)nc2n1	-17%	-1	28%	18%[12.7 µM]	-6%	-10%	-4%	-9%	-2%
O=C(CN1C(=O)c2ccccc2S1(=O)=O)Nc1cccc(S(=O)(=O)N2CCOCC2)c1	-5%	-3	29%	·	-13%	-9%	·	3%	15%
NC(=O)C1CCN(C(=O)c2cc(-c3ccc(Cl)cc3)nc3ccccc23)CC1	-22%	0	6%	·	0%	-3%	·	-12%	33%
O=C(Nc1cccc(Cl)c1)c1ccc2nc(Cc3ccccc3)oc2c1	-7%	-3	37%[57 µM]	10%[59 µM]	-2%	-4%	5%	3%	-26%
SMILES	JMJD2A Tudor	PI4K2A block	HP1b chromo inh	G9a block	GLS inh	12-LOX inh	BAZ2B inh	ERG-DNA inh	RGS4 inhibitor
O=S(=O)(c1cccc(-c2n[nH]c(=S)n2Cc2ccccc2)c1)N1CCOCC1	20µM*	4	21%	·	11%	?	-16%	14%	-30%
Cc1ccccc1Cn1c(CN2CCN(C(=O)c3ccco3)CC2)nc2c1c(=O)n(C)c(=O)n2C	-8%	3	29%	?	4%	15%	3%	-5%	4%
Cc1ccc(C)c(N2CC(=O)N(c3cc(C)ccc3C)CC2=O)c1	-13%	32	15%	32%[12.7 µM]	15%	0%	-2%	-2%	32%
Cc1cc(C)c(S(C)(=O)=O)c(Oc2ccc(F)cc2)n1	-5%	2	19%	36%[activator]	-3%	11%	-2%[57.1 µM]	6%	-27%
COc1cccc(N/N=C/c2cccc(Br)c2O)c1	-31%	6	?	2.2µM*	?	?	?	-5%	-42%
Cc1ccc(NC(=O)c2cncc(Br)c2)nc1	-10%	-3	19%	43%	9%	-3%	-8%	0%	7%
CCOC(=O)C1C(=O)CC(C)(O)C(C(=O)OCC)C1c1ccco1 (stereo unspecified)	-19%[11.4 µM]	-5	-17%	-34%[12.7 µM]	?	-10%	9%	4%	-8%[11.4 µM]
Cc1nc2ccccc2c(=O)n1NS(C)(=O)=O	-10%	1	22%	3%[2.33 µM]	0%	0%	-3%	-5%	-4%
O=C(O)CC(NC(=O)C(F)(F)F)c1ccc2c(c1)OCO2 (stereo unspecified)	-10%	5	23%	?	-6%	-1%	-27%	-4%	29%
CCCCCC[n+]1c(-c2ccc(Cl)cc2Cl)csc1Nc1ccccc1	?	2	-12%	?	5%	-12%	?	-11%	-33%
COC(=O)c1ccccc1NC(=O)c1ccnn1C	-6%	3	20%	9%	7%	0%	4%	-2%	10%
COc1ccc(S(=O)(=O)NCc2ccccn2)cc1Cl	-10%	-1	33%	?	1%	?	3%	12%	-10%
Cc1cccc(Cc2c(C)nc3nc(SCC(=O)NCc4ccc(F)cc4)nn3c2C)c1	-16%	1	20%	-35%[59 µM]	-3%	0%	-8%	2%	9%
CN(C)CCN(Cc1ccccc1)c1ccccn1	-16%	-5&3	70%[activator]	-23%&19%&-11%[59 µM]	29%&18%	16%	5%&-30%	11%	-22%
COCCN1CCN(C(=O)C2CCC(=O)N(Cc3ccc(Cl)cc3)C2)CC1 (stereo unspecified)	-15%	-6	24%	12%	-1%	1%	-4%	-2%	13%
COC(=O)CSC1=C(C#N)C(=O)NC(c2ccccc2)S1 (stereo unspecified)	?	-14	46%[activator]	?	-3%	?	50µM*	-2%	-56%[56.9 µM]

Compounds above that have fluorine (8):
SMILES	JMJD2A Tudor	PI4K2A block	HP1b chromo inh	G9a block	GLS inh	12-LOX inh	BAZ2B inh	ERG-DNA inh	RGS4 inhibitor
Cc1ccc(-c2cc(C(F)(F)F)nc(SCC(=O)c3cccc([N+](=O)[O-])c3)n2)cc1	-23%	2	-7%	?	-1%	1%	3%[57.1 µM]	·	20%
Cn1c(SCC(=O)c2c(N)n(C)c(=O)n(C)c2=O)nnc1-c1ccccc1F	5%[57.1 µM]	4	24%	-20%	-30%	-13%	-24%	-8%	4%
Cc1noc(C)c1C(=O)OCC(=O)Nc1c(F)cccc1F	?	0	-11%	9%	?	-5%	·	13%	?
O=C(O)C1=NN(c2c(F)c(F)cc(F)c2F)C(=O)CC1	?	-2	25%	?	-13%	·	-15%	-1%	-2%
COc1ccc(CNC(=O)c2ccc3c(c2)N(Cc2ccccc2F)C(=O)c2ccccc2S3(=O)=O)cc1	-14%	2	16%	-4%[59 µM]	4%	0%	-8%	-1%	15%
Cc1cc(C)c(S(C)(=O)=O)c(Oc2ccc(F)cc2)n1	-5%	2	19%	36%[activator]	-3%	11%	-2%[57.1 µM]	6%	-27%
O=C(O)CC(NC(=O)C(F)(F)F)c1ccc2c(c1)OCO2 (stereo unspecified)	-10%	5	23%	?	-6%	-1%	-27%	-4%	29%
Cc1cccc(Cc2c(C)nc3nc(SCC(=O)NCc4ccc(F)cc4)nn3c2C)c1	-16%	1	20%	-35%[59 µM]	-3%	0%	-8%	2%	9%

A portion of the library (hit frequency here may not be typical).
